Assay outcomes as filed in PubChem.
HIV RNase H inh = inhibitors of HIV-1 reverse transcriptase RNase H; 65,000 tested, 1.9% active; inhibition, % at 10 µM; RT-RNase H RNA/DNA duplex cleavage, fluorescence; in the data active means inhibition above about 50%
RmlCD inh mix = inhibitors of RmlC and RmlD coupled enzymes; 110,000 tested, 0.39% active; AID 1532; RmlC/RmlD coupled enzyme inhibition, 384-well mixture HTS; inhibition, % at 5.5 µM; in the data active means inhibition above about 30%, passing the limit was not always enough; inconclusive means no clear call, values can overlap the other calls; further: strong numbers were not always called active
* = called active by the depositor; ? = inconclusive; · = no result given. This is a subset; the hit share may differ from the screen's.

SMILES	HIV RNase H inh	RmlCD inh mix
CCC1(C)N(O)C(C)(C)C(c2ccc(F)cc2)=[N+]1[O-] (stereo unspecified)	·	-12.4
O=c1[nH]c(C(F)(F)F)nc2c1nnn2Cc1ccccc1F	-2.6	19.7
CCN1CCN(CC(=O)c2c[nH]c3ccccc23)CC1	·	-13.5
CC(NS(=O)(=O)c1ccccc1)C(=O)Nc1ccc(S(N)(=O)=O)cc1 (stereo unspecified)	4.7	8.2
CC(=O)c1c[nH]c(C(=O)NCC2CCCO2)c1 (stereo unspecified)	·	-14.1
CCCCn1nc2cc(C(=O)NC3CCc4ccccc43)ccc2c1OCC (stereo unspecified)	·	-56.5
CC1(C)CC(=O)C2=C(C1)NC(=O)CC2c1ccc(N(CCC#N)CCC#N)cc1 (stereo unspecified)	0.1	12.2
CCCc1cc(=O)oc2cc(C)c(CN3CCCC3)c(O)c12	27.3	·
CC1=C(C(=O)OCc2ccccc2)C(c2ccc3ccccc3c2)NC(=O)N1CCCCCC(=O)O (stereo unspecified)	·	-13.4
CCN(C(=O)CN1CCN(c2ccc(OC)cc2)CC1)c1c(N)n(Cc2ccccc2)c(=O)[nH]c1=O	3.3	3.0
COC(=O)CC1C(=O)NCCN1C(=O)CSc1nnc(Nc2ccc(C)cc2)s1 (stereo unspecified)	·	3.1
COc1ccc(-n2c(Cc3cccn3C)nnc2SCC(=O)NC2CCCCC2)cc1	0.6	2.5
O=Cc1cn(CC(=O)N2CCCc3ccccc32)c2ccccc12	·	-16.1
CCOc1ccc(CC(=O)Nc2sc(Cc3ccccc3)cc2C(N)=O)cc1OCC	·	-4.2
COc1ccc(-c2ccc3oc(-c4ccc(OC)cc4)c(C#CCCO)c3c2)cc1	·	-182.3
O=C1OCCC1Sc1nc2ccccc2s1 (stereo unspecified)	-8.0	19.7
CC(C)CC(=O)N1CCN(S(C)(=O)=O)CC1	-4.7	-5.2
Nc1cc(Br)c(N)c(Br)c1	-11.2	-13.0
COCCCNC(=O)CNC(=S)N(Cc1ccccc1F)C1CCCCC1	·	-7.1
Cc1nc2ccccc2c(=O)n1NCc1cccs1	2.1	?
COc1ccc(Br)cc1C1CC(=O)N2CN(C)CSC2=C1C#N (stereo unspecified)	80.0*	7.7
COc1ccc2c(c1OC)C[N+]1([O-])CCc3cc4c(cc3C1C2)OCO4 (stereo unspecified)	·	8.1
CC(=O)C1=C(O)C(=O)N(c2cccc(C(=O)O)c2)C1c1ccc(F)cc1 (stereo unspecified)	-19.0	·
O=C(O)c1ccc(-c2noc(-c3ccc(F)cc3)n2)cc1	·	-8.7
Cc1nc2sc(C(c3ccccc3)N3CCN(CCO)CC3)c(O)n2n1 (stereo unspecified)	0.0	-11.1
CCc1nc2oc(C(=O)c3ccccc3)c(N)c2c2c1COC(C)(C)C2	6.2	3.6
c1ccc(C2=Nc3ccccc3NC(c3ccccc3)C2)cc1 (stereo unspecified)	·	-4.5
Cc1cnc(NC(=O)COc2cccc3c2OC(C)(C)C3)s1	·	2.7
COc1ccccc1N1CCN(Cc2ccc(OC)c(OC)c2OC)CC1	7.3	-7.0
CCOC(=O)Nc1nc(C)c(C(=O)N(C)C)s1	-3.2	-5.9
COc1ccc(C(=O)NCC(=O)Nc2ccccc2)cc1OC	-5.0	4.4
O=C(NC1CCCCC1)c1nn2c(C(F)(F)F)cc(-c3ccco3)nc2c1Br	6.1	-1.5
CSCCC(NC(=O)c1ccco1)C(=O)OCC(=O)Nc1ncc(Cl)c(C)c1Cl (stereo unspecified)	·	-11.2
O=C(O)CCCC[C@@H]1SC[C@@H]2NC(=O)N[C@@H]21	·	-213.1
CCn1c(=O)c2c(nc3n2CCCN3CCc2ccccc2)n(C)c1=O	-12.9	9.8
CC(C)(C)n1nnnc1C(c1cccc(C#N)c1)N1CCCCCC1 (stereo unspecified)	·	-6.4
C(=C\c1nnc(-c2cccs2)o1)/c1ccccc1	·	-20.7
COc1ccccc1CNC(=O)C(=O)NCC1OCCN1S(=O)(=O)c1ccc2c(c1)OCCO2 (stereo unspecified)	·	-15.0
O=c1ccn(Cc2ccccc2Cl)cc1	-5.9	0.5
CN(CC(=O)NCc1ccccn1)S(=O)(=O)c1ccccc1	·	-7.0
CC(C)NC(=O)c1ccc(Sc2ccccc2)c([N+](=O)[O-])c1	·	9.8
CC[C@H](C)C(C(=O)N1CCN(C(=O)OC(C)(C)C)CC1)n1cc(C(CO)NC(=O)OC(C)(C)C)nn1 (stereo partly specified)	·	-6.0
O=c1cc(CO)oc(CN2CCN(CCO)CC2)c1O	·	-4.0
COc1ccc(OC)c(C(c2nnnn2CC2CCCO2)N2CCN(C)CC2)c1 (stereo unspecified)	-6.8	-6.9
COc1ccccc1NC(=O)CN1CCC(C(=O)c2ccc(F)cc2)CC1	·	6.1
Cc1cc(C(=O)COC(=O)CN(C)S(=O)(=O)c2ccc(Cl)cc2)c(C)n1Cc1cccs1	-6.1	-6.7
Cc1ccc(N(C(C)C(=O)Nc2cc(Cl)ccc2Oc2ccccc2)S(C)(=O)=O)cc1 (stereo unspecified)	·	4.5
COc1ccc(Cl)cc1NC(=O)N1CCN(C2CCCCC2)CC1	-7.4	5.0
O=C(NCCCCc1ccccc1)C1CC(c2ccccc2[N+](=O)[O-])=NO1 (stereo unspecified)	·	-17.3
COc1ccc(OCCCN2CCCCCC2)cc1	·	-0.6
O=C(c1ccc(N2CCCC2=O)cc1)N1CCOCC1	-22.1	7.6
CCN1CCN(Cc2ccc(NC(=O)c3ccc(C)c(NC(=O)c4ccno4)c3)cc2C(F)(F)F)CC1	·	0.2
CCN(CC)c1ccc(/C=C(/C#N)c2nc3ccc(C)cc3[nH]2)c(OC(C)C)c1	·	6.3
CCSC1=C(C#N)C(c2ccc(OC)c(OC)c2)CC(=O)N1 (stereo unspecified)	-7.2	7.3
Cc1nn(Cc2cccc(C(=O)NCC(C)C)c2)c(C)c1Br	·	0.6
Cc1cccc(C)c1NC(=O)Cn1c(=O)n(CCCC(=O)NCc2ccco2)c(=O)c2sccc21	-18.0	2.2
Cc1ccc(C(=O)C(OC(=O)CNC(=O)c2ccc(Cl)cc2)c2ccccc2)cc1 (stereo unspecified)	·	-6.6
COC(=O)CCCNC(=O)OCc1ccc([N+](=O)[O-])cc1	·	-11.5
COC(=O)c1ccc(C2C(C(=O)c3cc4ccccc4o3)=C(O)C(=O)N2CCCN(C)C)cc1 (stereo unspecified)	-2.6	-7.8
COc1cc(Br)cc2cc(C(=O)NCC3CCCO3)c(=O)oc12 (stereo unspecified)	·	?
Later entries
SMILES	HIV RNase H inh	RmlCD inh mix
Cn1c(Cc2ccccc2)nnc1SCC(=O)NC1CCCCC1	-3.8	12.8
FC(F)(F)c1cc(CCN2CCNC[C@@H]2Cc2ccccc2)cc(C(F)(F)F)c1	·	7.3
O=c1c2[nH]c3ccccc3c2ncn1Cc1cccnc1	-2.3	-5.4
COc1ccc(S(=O)(=O)N(CCc2ccccc2)CC(=O)NC(C)C)cc1	·	-14.8
Cc1nc2ccc(NC(=O)NCCCO)cc2s1	·	-0.6
Cn1c(=O)[nH]c(=O)c2c1nc(Br)n2CCSc1nc2ccccc2o1	2.2	-6.0
CCn1c(SCC(=O)NCc2ccc3c(c2)OCO3)nnc1-c1cccs1	-15.1	-12.6
Cc1nc(-c2cccnc2)sc1C(=O)Nc1ccc(F)cc1F	·	7.1
COc1ccc(NC(=O)CN2CCN(Cc3ccc4c(c3)OCO4)CC2)cc1OC	·	-7.3
Cc1ccc(NC(=O)COc2ccc3oc4c(c3c2)CCCC4)nc1	9.8	4.9
Cc1sc2nc(CN3CCOCC3)nc(N3CCC(C(N)=O)CC3)c2c1C	-4.5	-6.0
COc1ccc2c(c1OC)C(=O)NC(C)=C(C(=O)OC(C)(C)C)C2O (stereo unspecified)	1.1	11.9
COc1cccc(C(=O)Nc2ccc(NC(=O)c3ccco3)cn2)c1	·	25.0
O=C1C2C3C=CC(C3)C2C(=O)N1c1nc2ccccc2s1 (stereo unspecified)	·	11.0
Cc1occc1-c1nnc(SCC(=O)N2CC(=O)Nc3ccccc32)n1CC(C)C	4.9	-24.7
COc1cc(NC(=O)CN2C(=O)c3ccccc3S2(=O)=O)c(OC)cc1Cl	-8.8	2.1
COc1ccccc1NC(=O)C1C2C=CC3(CN(Cc4cccnc4)C(=O)C13)O2 (stereo unspecified)	4.1	4.2
CCN1CCCC1CNCc1cc(OC)c(OC)c(OC)c1 (stereo unspecified)	·	23.6
Cc1ccc2[nH]c(=O)c(-c3noc(-c4ccncc4)n3)cc2c1	-18.3	·
N#Cc1nc(-c2ccc(OCc3ccc(Cl)cc3)cc2)oc1N1CCC(C(N)=O)CC1	18.1	-7.8
O=C1c2ccccc2S(=O)(=O)N1CC(O)Cn1ccc2ccccc21 (stereo unspecified)	-7.3	-6.3
COc1cccc(OC)c1C(=O)Nc1ccccc1N1CCCC1	-11.7	13.2
O=C(C1=C[C@H](c2ccc(C(F)(F)F)cc2)C[C@H](OCc2ccc(CO)cc2)O1)N1CCN(Cc2ccccc2)CC1	·	3.8
CCN1C(=O)c2c(C)nc3ccccc3c2C1=O	-12.4	-16.3
CCOC(=O)C(C)On1c(SC(C)C(=O)OCC)nc2ccccc2c1=O (stereo unspecified)	5.9	-0.6
CCCCn1c(=O)[nH]c(=O)c2c1nc(-c1ccsc1)n2Cc1ccccc1	·	12.8
CCOCC(=O)Nc1nnc(COc2ccc(Cl)cc2)s1	-3.0	5.0
O=C(NCc1ccccc1)C1(C(F)(F)F)CC(CCCO)CCCO1 (stereo unspecified)	·	5.0
O=[N+]([O-])c1cccc(C2=NC(c3ccccc3)CO2)c1 (stereo unspecified)	·	-8.7
COc1ccc(CNc2nc(NCc3ccc(OC)cc3)c3[nH]cnc3n2)cc1	·	0.6
CCOc1ccc(-c2nc(C#N)c(N3CCCCCC3)o2)cc1	-11.4	-22.8
CCCNC(=O)c1ccc2c(c1)C1C3CCC(C3)C1C(c1ccccc1)N2 (stereo unspecified)	·	10.8
CCCN(CCC)CCCNC(=O)C1c2cc(OC)c(OC)cc2C(=O)N(C)C1c1cccs1 (stereo unspecified)	·	-13.2
O=C(N[C@@H](Cc1ccccc1)C(=O)O)c1ccncc1	·	-4.3
O=C(C1=C[C@H](c2csc3ccccc23)C[C@H](OCCCCO)O1)N1CCN(Cc2ccccc2)CC1	·	5.4
CCCC(=O)N1CCc2[nH]c3ccccc3c2C1	51.2*	3.8
CCNC(=O)COC(=O)C1C(C(=O)OCC)=C(C)NC(C)=C1C(=O)OCC	·	15.1
Cc1cc(OC(=O)c2ccccc2Cl)cc(=O)n1C	·	11.0
CC(/C=C1\SC(=S)N(NC(=O)c2ccc(C)cc2)C1=O)=C\c1ccccc1	·	-6.2
Cc1ccc2c(c1)c(C)cc(=O)n2CCC(=O)O	-2.0	14.1
Cc1sc(NC(=O)c2ccco2)c(CN2CCN(c3ccccn3)CC2)c1C	-2.4	8.3
CN1CCC(N2CC3CC(C2)c2cccc(=O)n2C3)CC1 (stereo unspecified)	-8.3	10.0
CCc1ccc(-c2c(C)sc(NC(C)=O)c2C(N)=O)cc1	·	-0.6
CCCN(CCC)C(=O)Cn1ccc(=N)c2ccccc21	-7.1	-20.3
CCCCNC(=O)c1onc(CSc2ccc(C)c(C)c2)c1C(=O)O	·	3.8
Cc1c(C(=O)NCc2ccc3c(c2)OCO3)oc2ccccc12	-7.5	4.9
COc1ccc(C2C=C(c3ccc(C)c(C)c3)Nc3ncnn32)c(OC)c1OC (stereo unspecified)	-10.3	-143.0
COc1ccc(S(=O)(=O)N(CC(=O)N2CCN(c3ccccc3)CC2)c2ccccc2)cc1	·	5.8
COc1cc(C(=O)Nc2cc(Cl)ccc2C)c(-n2cnnn2)cc1OC	-3.0	7.6
COc1ccc(-c2cnnn2-c2ccc(NC(=O)c3ccco3)cc2)cc1OC	8.5	6.2
O=C(CN(Cc1ccccc1Cl)C(=O)c1ccc(CN2CCOCC2)o1)NCC1CCCO1 (stereo unspecified)	·	5.2
COc1cc(-c2nnn(CC(=O)N3CCOCC3)n2)cc(OC)c1OC	·	-12.7
CC1CCCN(c2nc3c(c(=O)[nH]c(=O)n3C)n2CCSc2ncccn2)C1 (stereo unspecified)	-8.5	3.0
COc1ccc(C2=CSC(/N=C/c3ccc(F)cc3)=NN2)cc1	·	9.2

Quoted from the results shown (17 entries):
SMILES	HIV RNase H inh	RmlCD inh mix
Cc1cc(OC(=O)c2ccccc2Cl)cc(=O)n1C	·	11.0
CC(/C=C1\SC(=S)N(NC(=O)c2ccc(C)cc2)C1=O)=C\c1ccccc1	·	-6.2
Cc1ccc2c(c1)c(C)cc(=O)n2CCC(=O)O	-2.0	14.1
Cc1sc(NC(=O)c2ccco2)c(CN2CCN(c3ccccn3)CC2)c1C	-2.4	8.3
CN1CCC(N2CC3CC(C2)c2cccc(=O)n2C3)CC1 (stereo unspecified)	-8.3	10.0
CCc1ccc(-c2c(C)sc(NC(C)=O)c2C(N)=O)cc1	·	-0.6
CCCN(CCC)C(=O)Cn1ccc(=N)c2ccccc21	-7.1	-20.3
CCCCNC(=O)c1onc(CSc2ccc(C)c(C)c2)c1C(=O)O	·	3.8
Cc1c(C(=O)NCc2ccc3c(c2)OCO3)oc2ccccc12	-7.5	4.9
COc1ccc(C2C=C(c3ccc(C)c(C)c3)Nc3ncnn32)c(OC)c1OC (stereo unspecified)	-10.3	-143.0
COc1ccc(S(=O)(=O)N(CC(=O)N2CCN(c3ccccc3)CC2)c2ccccc2)cc1	·	5.8
COc1cc(C(=O)Nc2cc(Cl)ccc2C)c(-n2cnnn2)cc1OC	-3.0	7.6
COc1ccc(-c2cnnn2-c2ccc(NC(=O)c3ccco3)cc2)cc1OC	8.5	6.2
O=C(CN(Cc1ccccc1Cl)C(=O)c1ccc(CN2CCOCC2)o1)NCC1CCCO1 (stereo unspecified)	·	5.2
COc1cc(-c2nnn(CC(=O)N3CCOCC3)n2)cc(OC)c1OC	·	-12.7
CC1CCCN(c2nc3c(c(=O)[nH]c(=O)n3C)n2CCSc2ncccn2)C1 (stereo unspecified)	-8.5	3.0
COc1ccc(C2=CSC(/N=C/c3ccc(F)cc3)=NN2)cc1	·	9.2
